Shiga inhibitor = inhibitors of Shiga toxin in Vero cells; Vero cells, Shiga toxin protein synthesis inhibition reporter; inhibition, % at 38.7 µM; hit rate 9.2% among 290,000; AID 2315; in the data active means inhibition mostly above about 28%, no sharp cut-off; inactive means mostly below about 43%; further: 0% is about no effect
Pf growth 96h = P. falciparum growth inhibition at 96 hours | AID 504834 | Potency, µM (top dose mostly 28.7 µM), for the others: at the top dose activity change, negative = inhibition, most hits filed as inhibitors | hit rate 6.9% among 320,000 | P. falciparum luciferase reporter growth, 96 h; further: potency means the concentration at half of the fitted maximal effect; on the % scale 0 is the no-effect control and ±100 the full control effect
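Luminescence readout: decreased luciferase signal marks inhibited growth of reporter-expressing P. falciparum in infected red cells (2% hematocrit, 0.05% parasitemia final), exposed to compound two generations (96 h, 37 C, 5% CO2).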
CHX counter = affects cycloheximide protein synthesis inhibition readout, counter-screen; cell reporter, cycloheximide protein synthesis inhibition counterscreen; max response, %; hit rate 12% among 300,000; AID 2314; in the data active means max response mostly above about 13%, no sharp cut-off; inactive means mostly below about 14%; further: read at 38.3 µM for the half of the compounds with a filed dose; 0% is about no effect
Tb PYK inh = T. brucei pyruvate kinase inhibition; Q57TT1; TbPYK enzyme, Kinase-Glo Plus ATP luminescence, 45 min; Potency, µM (top dose mostly 76.8 µM), for inactives: at the top dose activity, negative = inhibition, actives largely listed as inhibitors; hit rate 0.12% among 410,000; AID 624173; further: potency means the concentration at half of the fitted maximal effect; on the % scale 0 is the no-effect control and ±100 the full control effect; nearly all actives have a fitted effect of over 50% in size
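Luminescence from Kinase-Glo Plus, added after a 45-minute room-temperature reaction, served as the end-point read-out. The enzyme and substrate were preincubated with compound before ADP (130 uM final) initiated turnover. Concentration-effect curves came from normalized qHTS data.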
Pf growth 48h = inhibits P. falciparum growth in the first generation, 48 h. Potency, µM (series often up to 28.7 µM), inactives show at the highest dose activity change, negative = inhibition, actives largely listed as inhibitors. AID 504832. P. falciparum luciferase growth in erythrocytes, 48 h. hit rate 5.9% among 310,000; further: potency means the concentration at half of the fitted maximal effect; on the % scale 0 is the no-effect control and ±100 the full control effect
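Cell-based growth assay: transgenic P. falciparum expressing firefly luciferase, cultured in red cells within RPMI 1640 containing 0.5% w/v Albumax, 24 mM bicarbonate and gentamycin. A drop in luciferase activity indicates inhibition.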
LmPK inh = blocks Leishmania mexicana pyruvate kinase activity | Q27686 | purified LmPK, Kinase-Glo ATP luminescence, 1 h | Potency, µM (highest dose often 57.5 µM), for inactives: top-dose activity change, negative = inhibition, usual class: inhibitors | hit rate 0.37% among 290,000; further: potency means the concentration at half of the fitted maximal effect; on the % scale 0 is the no-effect control and ±100 the full control effect
Target sequence (Q27686 whole entry, looked up): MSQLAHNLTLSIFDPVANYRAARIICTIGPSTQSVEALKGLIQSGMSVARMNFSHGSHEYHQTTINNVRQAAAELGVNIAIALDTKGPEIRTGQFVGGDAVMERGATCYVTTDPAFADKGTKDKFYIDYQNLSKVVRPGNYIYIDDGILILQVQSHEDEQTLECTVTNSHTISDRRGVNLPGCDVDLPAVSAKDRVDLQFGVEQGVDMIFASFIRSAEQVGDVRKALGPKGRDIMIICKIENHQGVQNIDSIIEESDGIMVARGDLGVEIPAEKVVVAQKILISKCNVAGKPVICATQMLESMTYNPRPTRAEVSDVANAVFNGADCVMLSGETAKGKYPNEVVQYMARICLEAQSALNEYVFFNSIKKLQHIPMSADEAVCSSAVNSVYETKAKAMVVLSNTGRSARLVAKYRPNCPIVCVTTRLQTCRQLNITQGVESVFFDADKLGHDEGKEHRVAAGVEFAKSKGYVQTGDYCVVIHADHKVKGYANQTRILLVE
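Pyruvate kinase activity monitored as ATP production (luciferase luminescence). Conditions: 0.1 nM enzyme, 0.5 mM PEP, 0.1 mM ADP, 1 h, RT; normalized against uninhibited and no-enzyme wells.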
HCV inhibitor = blocks hepatitis C virus; Huh7.5.1 HCVcc-Cre infection, luciferase reporter, 44 h; Potency, µM (series often up to 41.8 µM), without a hit: at the highest dose activity change, negative = inhibition, hits mostly inhibitors; hit rate 3.4% among 340,000; AID 651820; further: potency means the concentration at half of the fitted maximal effect; on the % scale 0 is the no-effect control and ±100 the full control effect
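Seed cells (1,000/well) for 4 h; treat with compound and infect with HCVcc-Cre, moi about 0.5. Incubate 44 h, then detect luciferase activity.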
Active calls of the source: *; ? = inconclusive; . = no result given; & = joins results of further samples; [ ] = another dose, or the depositor's remark. Unless noted, the call rests on the fitted dose curve; in most records, active means well fitted curve in the direction sought with a large enough effect; inconclusive means small, poorly fitted or top-dose-only effect, or another doubt; inactive means no such curve, though single readings can be large; an effect the other way counts as inactive or inconclusive.

SMILES	Shiga inhibitor	Pf growth 96h	CHX counter	Tb PYK inh	Pf growth 48h	LmPK inh	HCV inhibitor
CC1CCN(C(=O)Cn2cc3c(n2)CCCC3)CC1	17.8	0.0%	10.7	-5.4%	18.1%	0.7%	-9.0%
O=C(O)c1nn(-c2cccc(C(F)(F)F)c2)ccc1=O	-7.5	19.3%	-8.5	-1.0%	.	-1.2%	8.3%
CC(=O)/C(C(=N)N1CCN(Cc2ccccc2)CC1)=C(\C)O	2.2	45.7%[activator]	0.6	-6.0%	11.0%	3.3%	?
O=C(CSc1nncn1-c1ccccc1)Nc1ccccc1	-4.5	?	-2.8	5.4%	36.5%[activator]	-0.7%	19.6%
CC(C)OCC(O)Cn1c(N2CCCC2)nc2c1c(=O)n(C)c(=O)n2C (configuration not stated)	-14.2	113.3%[activator]	-1.8	-9.8%	3.4%	4.0%	12.3%
CCOC(=O)c1c(C)sc2c1N(C(=O)CN(CC)CC)c1cc(Cl)ccc1S2	-8.9	194.4%[activator]	-1.9	2.6%	.	-6.8%	-25.1%
Cc1ccccc1C(=O)Nc1ccc2c(c1)CCCN2C(=O)c1cccs1	11.1	?	10.1	-19.7%&0.6%	-22.3%	-17.6%	?
CCn1c(SCC(=O)N2CCCC2)nnc1-c1ccc(N)cc1	-7.2	-20.6%	-3.5	?	27.5%	4.4%	8.6%
c1ccc2c(c1)CNc1ccccc1C2	13.9	291.4%[activator]	-0.8	0.0%	-28.9%	4.1%	-3.1%
NC(=O)c1sc(=S)n2c1[nH]c(=O)c1sccc12	13.7	88.3%[activator]	6.7	-18.2%	-39.9%[5.75 µM]	-24.6%	-7.2%
COc1ccc(-n2nc3c(c2NC(=O)c2ccc(S(=O)(=O)N4CCOCC4)cc2)CS(=O)C3)cc1 (configuration not stated)	-5.6	?	-2.3	1.5%	-7.8%	-0.8%[11.5 µM]	6.5%
CCCCC(=O)Nc1c(C)cc(C)cc1Cl	43.9	-2.8%	9.3	-6.6%	.	14.9%	13.8%
CC1CCCCN1C(=O)C1CCCCN1S(=O)(=O)c1cccc([N+](=O)[O-])c1 (configuration not stated)	7.7	-1.9%	-1.2	4.1%	-8.4%	3.2%	6.7%
COc1ccccc1OCC(O)Cn1c(Br)nc2c1c(=O)[nH]c(=O)n2C (configuration not stated)	-25.0	4.1%	-4.6	0.8%	-7.2%	6.5%	-3.9%
Cc1ccccc1CN1CCCC(C(=O)Nc2ccc(-c3ccn[nH]3)cc2)C1 (configuration not stated)	-31.8	0.6%	-1.5	1.9%	?	-7.9%	?
Cn1c(Cc2ccccc2)[n+](C)c2ccccc21	-14.5	?	-3.3	-3.1%	?	0.3%	?
Cc1cc(NC(=O)CSCC(=O)Nc2cc(C(F)(F)F)ccc2N2CCOCC2)no1	.	?	.	-3.7%	-22.5%	.	10.7%
Cc1ccc(C)c2[nH]c(=O)c(CCNC(=O)c3cc4ccccc4o3)cc12	-13.8	?	-3.1	0.7%	?	6.6%	14.4%
CCOc1ccc(C(=O)N2CCN(CC(=O)N3CCCC3)CC2)cc1OCC	.	2.9%	.	0.6%	0.4%	.	23.0%
O=C(NCC1CCCO1)C(c1ccc(F)cc1)N(C(=O)Cn1nnc(-c2ccc(F)cc2)n1)c1cccc(O)c1 (configuration not stated)	-2.3	49.1%[activator]	-2.4	-2.6%	?	6.7%	-25.8%
CC(/C=N/NC(=O)Cn1nccc1C)=C\c1ccc(C(C)C)cc1	43.1*	3.2%	41.8*	4.3%	12.1%	0.4%	4.1%
COC(=O)c1sccc1NC(=O)COc1cccc(C)c1	25.9	1.4%	22.0	5.6%	-0.8%	2.4%	?
COc1ccc(-n2c(-c3ccco3)n[nH]c2=S)cc1	42.6	-9.2%	-4.1	?	-19.6%	?	2.0%
CCOc1ccccc1NC(=O)/C=C/C(N)=O	12.3	23.9%	11.7	-15.9%	.	-7.6%	12.6%
O=C1c2ccccc2C(=O)N1CCCc1nc(-c2ccncc2)no1	22.7	19.3%	-0.3	.	-0.2%	6.2%	4.8%
COc1ccc2c(c1)S/C(=C\C(=O)c1ccncc1)N2C	109.8*	23.2%	46.7*	?	80.0%[activator]	-0.7%	-18.7%
CCOc1ccccc1N1CCN(C(=O)c2c(-c3ccccc3Cl)noc2C)CC1	-5.9	-8.7%	-2.2	3.6%	9.28µM*	0.8%	?
Cn1cnc2c(cnn2-c2ccccc2)c1=O	-9.0	55.9%[activator]	10.1	-0.5%	37.6%[activator]	6.6%	6.9%
Cc1ccc(N(CC(=O)NC2CCCCC2)C(=O)CNC(=O)c2ccco2)cc1F	22.0	8.9%	8.0	-1.3%	-20.9%	-4.6%	-24.5%
Cc1ccc(NC(=O)Cn2c(C)csc2=O)cc1	.	57.6%[activator]	.	-1.5%	12.8%	.	11.0%
CN1CCN(C(=S)Nc2ccccc2Cl)CC1	0.4	24.5%	-4.3	-5.1%	.	-2.3%	-13.9%
COc1ccc(OC)c(-n2c(-c3cccc(S(=O)(=O)N(C)C)c3)n[nH]c2=S)c1	-6.9	-4.7%	2.2	-29.4%	-6.7%	?	-6.0%
O=C(NC(=Nc1ccccc1)N1CCOCC1)Nc1ccccc1	26.2	14.7%	11.2	-7.1%	14.5%	-2.0%	15.1%
O=C(O)c1ccc(NS(=O)(=O)c2ccc3c(c2)C(=O)c2cc(S(=O)(=O)Nc4ccc(C(=O)O)cc4)ccc2-3)cc1	9.4	0.329µM*	12.6	-7.4%	-17.3%	-4.4%	7.9%
CCOc1ccc(S(=O)(=O)NC(C)C(=O)NCc2ccc3c(c2)OCO3)cc1 (configuration not stated)	-8.4	-4.0%	-3.5	-5.4%	9.7%	0.2%	-5.2%
CN(/N=C/c1ccc(-c2ccc([N+](=O)[O-])cc2)o1)c1ccccc1	-16.8	-8.2%	5.7	0.9%	42.7%[activator]	-2.4%	?
CCOC(=O)C(CC)Sc1nnc(COc2ccc(C)cc2)n1-c1ccccc1 (configuration not stated)	-3.8	?	-5.4	-7.1%	13.1µM*	8.2%	?
CCOc1ccc(CNC(=O)CCCC(=O)n2ncc3cc(C)ccc32)cc1	9.2	?	4.1	-1.0%	?	-2.6%	-4.8%
O=C(NNS(=O)(=O)c1ccc(F)cc1F)C1Cc2c(ccc3ccccc23)O1 (configuration not stated)	-7.3	36.2%[activator]	-3.2	-4.0%	30.3%[activator]	-2.2%	-11.4%
O=C(O)c1ccccc1C(=O)Nc1nccs1	-9.7	43.0%[activator]	1.0	-15.3%	3.6%	1.4%	12.4%
O=[N+]([O-])c1ccc(C[n+]2cccc3c4ccccc4ccc32)cc1	10.3	16.9%	-5.9	4.3%	13.9%	9.2%	-29.0%
COC(=O)c1ccc(NC(=O)C2C3C=CC(C3)C2C(=O)O)cc1 (configuration not stated)	-7.1	22.7%	7.6	-10.9%	12.0%	-0.4%	9.6%
CCC(c1nnnn1Cc1ccccc1)N(Cc1cc2cc(OC)ccc2[nH]c1=O)CC1CCCO1 (configuration not stated)	-2.3	-10.6%	-1.6	-4.1%	5.86µM*	2.3%	13.0%&-26.2%
COC(=O)c1cccc(NS(=O)(=O)c2ccc(OC)cc2)c1C	-0.5	2.0%	0.3	1.9%	-19.1%	-2.0%	?
COc1ccc(Cl)cc1NC(=O)C1COc2ccccc2O1 (configuration not stated)	44.9*	-6.9%	38.1*	3.9%	5.8%	-0.7%	-21.0%
COc1cccc(/C=N/NC(=O)Cn2ccnc2C)c1	-10.3	19.7%	0.4	1.1%	-6.4%	-1.2%	1.4%
COc1ccc(CCNS(=O)(=O)c2cc3c4c(c2)CCN4C(=O)CC3)cc1OC	.	7.8%	.	-1.4%	-9.9%	.	-25.3%
O=C(Nc1nccs1)NC(C(F)(F)F)C(F)(F)F	-11.2	-9.4%	-6.0	-5.2%	.	0.1%	6.0%
COc1ccc2c(c1OC)C(=O)OC2Nc1nc(-c2cc3ccccc3oc2=O)cs1 (configuration not stated)	68.0*	.	58.6*	-20.0%	127.1%[activator]	22.4µM*	?
Cc1ccccc1-n1c(C)nc2ccccc2c1=O	6.5	?	-2.3	-5.3%	-0.3%	0.0%	0.9%

The list continues:
SMILES	Shiga inhibitor	Pf growth 96h	CHX counter	Tb PYK inh	Pf growth 48h	LmPK inh	HCV inhibitor
CCn1c(NCCO)nc2c(c1=O)C(C)(CC)Cc1ccccc1-2 (configuration not stated)	21.6	?	5.3	-0.3%	-6.7%	3.6%	-3.8%
CCn1c2ccccc2c2cc(NC(=O)COc3ccccc3OC)ccc21	-4.8	-25.3%	-2.9	-1.3%	-15.5%	0.0%	?
Cc1c(CCC(=O)NCCC(=O)O)c(=O)oc2c(C)c3oc4c(c3cc12)CCCC4	30.4	20.3%	6.1	0.0%	-10.2%	2.1%	2.3%
COC(=O)c1ccccc1NC(=O)CSc1nc(NC(=O)c2ccccc2)c2c(C)c(C)oc2n1	-2.7	-4.8%	1.7	-7.3%	13.4%	1.5%	-5.8%
CCOc1cc(OCC)c(C(C)=O)cc1OCC	.	?	.	-0.9%	97.0%[activator]	.	14.7%
Cc1ccc(-n2nc3c(=O)n(CCCC(=O)NCc4ccc(Cl)cc4)nc(C)c3c2C)cc1	2.6	2.2%	-3.0	0.9%	?	5.7%	26.1%
Clc1ccc2nnc(Cl)n2n1	-3.0	18.4%	0.3	-6.7%	-36.3%	12.2%	3.9%
Cc1ccc(NC(=O)C2CCN(S(=O)(=O)c3cnc[nH]3)CC2)cc1C	-13.4	58.5%[activator]	-3.5	0.1%	-1.7%	-2.0%	20.0%
Cn1c(CCC(=O)OCC(=O)Nc2ccc(Oc3ccccc3)cc2)nc(=O)c2ccccc21	-15.8	-6.1%	-3.9	-2.5%	18.6%	-1.3%	22.4%
COc1cc(/C=C2/C(=O)N(c3ccc(C)c(C)c3)N=C2C)cc([N+](=O)[O-])c1O	.	?	1.6	-2.5%	1.5%	-1.6%	12.1%
CCCOc1ccccc1C(=O)N(Cc1cccc(Br)c1)C1CCS(=O)(=O)C1 (configuration not stated)	-3.7	?	-3.6	0.1%	?	15.1%	14.5%
Cn1ncc(Br)c1C(=O)Nc1c(F)c(F)cc(F)c1F	-5.9	-2.3%	-1.6	0.4%	11.1%	-4.9%	7.3%
COc1ccc(-c2sc3ccc(N4CCOCC4)cc3c2-c2ccc(OC)c(F)c2)cc1	-4.6	6.57µM*	1.7	1.0%	14.7µM*	-0.4%	-8.3%
COCc1nnc(NC(=O)c2ccc(OC)cc2OC)s1	104.1*	50.2%[activator]	46.8*	-4.3%	105.6%[activator]	-5.8%	-20.6%

One compound at a time (already shown).
CCn1c2ccccc2c2cc(NC(=O)COc3ccccc3OC)ccc21 is entered as Shiga inhibitor = -4.8; Pf growth 96h = -25.3%; CHX counter = -2.9; Tb PYK inh = -1.3%; Pf growth 48h = -15.5%; LmPK inh = 0.0%; HCV inhibitor = ?
COc1cc(/C=C2/C(=O)N(c3ccc(C)c(C)c3)N=C2C)cc([N+](=O)[O-])c1O is entered as Shiga inhibitor = .; Pf growth 96h = ?; CHX counter = 1.6; Tb PYK inh = -2.5%; Pf growth 48h = 1.5%; LmPK inh = -1.6%; HCV inhibitor = 12.1%

Assay outcomes as filed in PubChem.
